MITF primary: human MITF inhibition, primary screen; AlphaScreen MITF homodimerization, bead proximity signal; AID 1259374; 0.91% of 650,000 active; inhibition, % at 2.6 µM; O75030; in the data active = inhibition above about 50%;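 note: 0% = vehicle wells with protein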
Target sequence (O75030 whole entry, looked up): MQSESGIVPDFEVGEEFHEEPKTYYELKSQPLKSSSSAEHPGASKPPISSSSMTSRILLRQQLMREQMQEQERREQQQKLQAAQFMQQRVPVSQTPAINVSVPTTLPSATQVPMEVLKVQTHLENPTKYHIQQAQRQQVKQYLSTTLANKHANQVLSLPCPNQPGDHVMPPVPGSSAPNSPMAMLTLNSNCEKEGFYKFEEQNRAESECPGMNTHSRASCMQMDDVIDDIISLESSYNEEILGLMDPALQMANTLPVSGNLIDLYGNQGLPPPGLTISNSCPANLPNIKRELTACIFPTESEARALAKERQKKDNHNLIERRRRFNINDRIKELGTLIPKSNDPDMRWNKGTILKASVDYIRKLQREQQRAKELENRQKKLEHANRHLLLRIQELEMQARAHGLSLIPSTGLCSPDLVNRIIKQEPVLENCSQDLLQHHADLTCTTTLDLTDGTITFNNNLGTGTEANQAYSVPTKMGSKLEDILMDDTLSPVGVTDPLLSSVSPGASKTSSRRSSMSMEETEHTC
FBW7 act: human FBW7 E3 ligase activation, primary screen. AlphaScreen FBW7–phospho-cyclin E peptide binding, activator screen. normalized activity (activation), % at 26.1 µM. 0.13% of 650,000 active. AID 1259310; in the data active = normalized activity above about 1.9%;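 note: purified mutant Fbw7 with reduced substrate affinity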
GPR151 activ: human GPR151 activation. activation, % at 11.2 µM. Q8TDV0. PathHunter beta-arrestin GPR151 cells, luminescence. 1% of 650,000 active. AID 1508602; in the data active = activation above about 4.9%;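 note: 0% = median of compound wells and 100% = cells with positive control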
Target sequence (Q8TDV0 whole entry, looked up): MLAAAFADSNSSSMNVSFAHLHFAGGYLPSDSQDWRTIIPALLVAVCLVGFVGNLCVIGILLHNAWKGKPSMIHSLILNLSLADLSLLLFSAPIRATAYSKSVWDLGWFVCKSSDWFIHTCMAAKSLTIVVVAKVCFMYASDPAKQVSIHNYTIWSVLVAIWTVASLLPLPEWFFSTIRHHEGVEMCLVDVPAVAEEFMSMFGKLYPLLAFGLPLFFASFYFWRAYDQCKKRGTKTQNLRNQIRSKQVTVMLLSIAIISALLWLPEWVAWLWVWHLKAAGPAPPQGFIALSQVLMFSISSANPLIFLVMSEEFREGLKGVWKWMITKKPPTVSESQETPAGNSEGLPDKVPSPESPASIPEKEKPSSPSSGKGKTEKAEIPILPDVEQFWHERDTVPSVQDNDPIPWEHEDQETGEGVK
TEAD-YAP inh: TEAD-YAP interaction inhibition; HEK-TIYL cells, TEAD-Gal4/YAP UAS-luciferase luminescence; inhibition, % at 9.12 µM; 1.4% of 640,000 active; in the data active = inhibition above about 32%;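 note: 0% = median of test compound wells and 100% = reference inhibitor wells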
Starred values were filed as active, the others as inactive.

For COC(=O)c1ccc(OCCOc2ccccc2)cc1 the results were MITF primary 10, FBW7 act 0.5, GPR151 activ -1.9 and TEAD-YAP inh -28.
For COc1ccc(Cl)cc1C(=O)n1cccn1 the results were MITF primary 1, FBW7 act -0.1, GPR151 activ 0.4 and TEAD-YAP inh 6.
Screening Cc1ccc2nc(-c3ccncc3)c(NC(C)(C)C)n2c1 returned MITF primary -8, FBW7 act 0.2, GPR151 activ -0.7 and TEAD-YAP inh -9.
`COC(=O)C1=C(C)N(c2ccc(Br)cc2)/C(=C\c2ccco2)C1=O` gave MITF primary 17, FBW7 act -0.2, GPR151 activ 3.8 and TEAD-YAP inh 4.
O=C(NNC(=O)c1cccc(Cl)c1)Nc1cccc(Cl)c1 was read as MITF primary -2, FBW7 act -0.1, GPR151 activ -0.6 and TEAD-YAP inh 5.
For CN(C)CCCN1C(=O)C(=O)/C(=C(\O)c2ccccc2)C1c1ccncc1 (configuration not stated) the results were MITF primary 7, FBW7 act 0.0, GPR151 activ 0.6 and TEAD-YAP inh -7.
CCN1CCN(CCCN2C(=O)C3C(C(=O)Nc4ccc(Oc5ccccc5)cc4)C4C=CC3(O4)C2C(=O)NC2CCCCC2)CC1 (configuration not stated) was read as MITF primary 3, FBW7 act 0.1, GPR151 activ -0.5 and TEAD-YAP inh 14.
Screening Cc1ccc(-c2nnc(Nc3ccc(C(N)=O)cc3)c3ccccc23)cc1S(=O)(=O)N(C)C returned MITF primary 19, FBW7 act 0.2, GPR151 activ -0.8 and TEAD-YAP inh 10.
COCCNC(=O)c1ccc(Cn2c(SCC(=O)NCC3CCCO3)nc3ccc(Br)cc3c2=O)cc1 (configuration not stated) was read as MITF primary 10, FBW7 act 0.3, GPR151 activ -0.4 and TEAD-YAP inh 4.
`O=C1c2cccnc2C(Nc2ccc(Cl)cc2)N1Cc1ccco1` (configuration not stated) gave MITF primary 11, FBW7 act 0.0, GPR151 activ -0.2 and TEAD-YAP inh 15.
Screening O=C1NCC(COCc2ccccc2)O1 (configuration not stated) returned MITF primary 7, FBW7 act 0.5, GPR151 activ 0.3 and TEAD-YAP inh 0.
`COc1ccccc1-n1c(SCC(N)=O)nnc1-c1ccc(C)cc1` gave MITF primary 1, FBW7 act 0.1, GPR151 activ -0.9 and TEAD-YAP inh -40.
Screening O=C(CN(Cc1ccc(Br)cc1)S(=O)(=O)c1ccccc1)N1CCN(C(c2ccccc2)c2ccccc2)CC1 returned MITF primary -6, FBW7 act 0.0, GPR151 activ 1.2 and TEAD-YAP inh -5.
O=C1C(=O)c2cc([N+](=O)[O-])ccc2-c2ccc([N+](=O)[O-])cc21 was read as MITF primary 15, FBW7 act -0.6, GPR151 activ 1.1 and TEAD-YAP inh 53*.
For CC(=O)c1ccc(N2CCN(C(=O)C3(S(=O)(=O)c4ccc(Cl)cc4)CC3)CC2)cc1 the results were MITF primary 2, FBW7 act 0.2, GPR151 activ -0.2 and TEAD-YAP inh 2.
Screening CCCCNCC(=O)c1c(N)n(C)c(=O)n(C)c1=O returned MITF primary 7, FBW7 act 0.1, GPR151 activ 0.3 and TEAD-YAP inh 10.
For O=C(/C=C/c1ccccc1[N+](=O)[O-])N1CCOCC1 the results were MITF primary 6, FBW7 act -0.1, GPR151 activ -0.2 and TEAD-YAP inh 6.
Screening CCOCCn1c(N2CCN(Cc3cccc(Cl)c3)CC2)nc2c1c(=O)[nH]c(=O)n2C returned MITF primary 4, FBW7 act 0.2, GPR151 activ 1.1 and TEAD-YAP inh -1.
For CCOc1ccc2nc(SCc3ccc(F)cc3)sc2c1 the results were MITF primary -2, FBW7 act 0.1, GPR151 activ -0.2 and TEAD-YAP inh -19.
Screening Cc1ccc(C)c(OCCN2CCCC2)c1C returned MITF primary 0, FBW7 act -0.1, GPR151 activ 0.5 and TEAD-YAP inh 9.
COc1ccc2ccccc2c1CN1CCc2nnc(CNC(=O)c3ccncc3)n2CC1 was read as MITF primary -7, FBW7 act 0.2, GPR151 activ 0.6 and TEAD-YAP inh -1.
For O=C(Nc1ccc(F)cc1)Nc1ccccc1OC(F)F the results were MITF primary -16, FBW7 act 0.1, GPR151 activ -2.6 and TEAD-YAP inh -8.
`CCOc1ccc(NC(=O)COC(=O)C2CCC(=O)N2)c([N+](=O)[O-])c1` (configuration not stated) gave MITF primary 6, FBW7 act 0.0, GPR151 activ 2.0 and TEAD-YAP inh 7.
Screening O=C(Nc1ccccc1Cl)NC1(C(=O)N2CCCCC2)CCCCC1 returned MITF primary -3, FBW7 act -0.2, GPR151 activ 1.2 and TEAD-YAP inh 9.
`COc1ccc(/C=C(/NC(=O)c2ccccc2Br)C(=O)N2CCOCC2)cc1` gave MITF primary -15, FBW7 act 0.0, GPR151 activ 4.1 and TEAD-YAP inh -5.
O=c1[nH]c2ccccc2c(=O)n1CCc1ccc(Cl)cc1 was read as MITF primary -7, FBW7 act -0.2, GPR151 activ 0.9 and TEAD-YAP inh -7.
For CCC(C)C(=O)N1c2ccccc2C(N(C(=O)C(C)CC)c2ccccc2)CC1C (configuration not stated) the results were MITF primary 22, FBW7 act 0.6, GPR151 activ 1.7 and TEAD-YAP inh 3.
Screening N=c1sc2c(n1CC(=O)c1ccc(F)cc1)CCCC2 returned MITF primary -5, FBW7 act 0.1, GPR151 activ -9.0 and TEAD-YAP inh 56*.
For CN(C)CCN(Cc1ccccc1)S(=O)(=O)c1cccc2cccnc12 the results were MITF primary 1, FBW7 act 0.1, GPR151 activ 1.7 and TEAD-YAP inh 12.
O=C(c1ccc(F)cc1)c1ccc(Oc2ccc(S(=O)(=O)N3CCCC3)cn2)cc1 was read as MITF primary -5, FBW7 act 0.0, GPR151 activ 0.8 and TEAD-YAP inh 3.
CCOc1ccc(S(=O)(=O)N(CC(=O)N2CCCCCC2)c2ccc(F)cc2)cc1 was read as MITF primary 12, FBW7 act 0.0, GPR151 activ -0.2 and TEAD-YAP inh -5.
Screening O=C(NCCCO)c1ccc(OC2CCN(CCc3ccccc3)CC2)cc1 returned MITF primary -2, FBW7 act 0.0, GPR151 activ -0.1 and TEAD-YAP inh 5.
C=CCNc1cc(C)nc2ccc(C)cc12 was read as MITF primary -2, FBW7 act -0.1, GPR151 activ 0.8 and TEAD-YAP inh 16.
Screening Cc1cccc(C)c1NC(=O)CSc1nc2sc(C)c(C)c2c(=O)n1-c1ccccc1 returned MITF primary -9, FBW7 act 0.1, GPR151 activ -1.0 and TEAD-YAP inh -11.
Screening COc1ccccc1C(=S)N1CCCCC1 returned MITF primary -5, FBW7 act -0.2, GPR151 activ 1.6 and TEAD-YAP inh -1.
Screening CCOC(=O)c1cccc(NC(=O)COc2ccc(Br)cc2)c1 returned MITF primary -1, FBW7 act -0.1, GPR151 activ 0.8 and TEAD-YAP inh -26.
For Cc1ccc(CN2CCN3C(=O)[C@H](Cc4ccc(O)cc4)NC(=O)[C@H]3C2)cc1C the results were MITF primary 8, FBW7 act 0.8, GPR151 activ -0.7 and TEAD-YAP inh -6.
For COc1cccc(C2(NC(=O)c3nc4nc(C)cc(C(F)F)n4n3)CCCC2)c1 the results were MITF primary 8, FBW7 act 0.4, GPR151 activ -0.3 and TEAD-YAP inh -4.
COCCn1c(C)cc(C(=O)CSc2n[nH]c(N)n2)c1C was read as MITF primary 19, FBW7 act -0.1, GPR151 activ -1.9 and TEAD-YAP inh -5.
Screening Cc1ccccc1N1C(N)=C(C#N)C(c2ccc(F)cc2)C2=C1CCCC2=O (configuration not stated) returned MITF primary 4, FBW7 act 0.0, GPR151 activ 0.0 and TEAD-YAP inh 6.
`COCCCNC(=O)CCCn1c(=S)[nH]c2c([nH]c3ccc(OC)cc32)c1=O` gave MITF primary 3, FBW7 act 0.0, GPR151 activ 0.1 and TEAD-YAP inh 6.
COc1ccc(C(=S)N2CCCC2)c(OC)c1 was read as MITF primary 16, FBW7 act 0.1, GPR151 activ -0.4 and TEAD-YAP inh 9.
`CCCn1cnc2c(cnn2-c2ccccc2)c1=O` gave MITF primary -2, FBW7 act -0.1, GPR151 activ 0.4 and TEAD-YAP inh -31.
`CCCCNC(=O)Cn1nc(-c2cc3c(s2)CCC3)oc1=O` gave MITF primary 0, FBW7 act 0.5, GPR151 activ 0.5 and TEAD-YAP inh -23.
For CCCCN(CC)S(=O)(=O)c1ccc(C(=O)Nc2sc3c(c2C(N)=O)CCN(C(C)C)C3)cc1 the results were MITF primary -6, FBW7 act -0.1, GPR151 activ -0.2 and TEAD-YAP inh -5.
`COc1nc(NCCO)nc(-c2ccccc2)n1` gave MITF primary 10, FBW7 act 0.1, GPR151 activ 1.1 and TEAD-YAP inh -3.
For CN(CC1COCCO1)C1CCN(c2ccc(CC(=O)N3CCC(O)CC3)cc2)CC1 (configuration not stated) the results were MITF primary -16, FBW7 act 0.0, GPR151 activ 3.1 and TEAD-YAP inh -8.
For Cc1cc2cc(CNC(=O)C(C)C)ccc2[nH]1 the results were MITF primary -9, FBW7 act -0.1, GPR151 activ 0.4 and TEAD-YAP inh -21.
For O=C1c2ccc(Oc3ccc4c(c3)C(=O)N(CCOc3ccccc3Cl)C4=O)cc2C(=O)N1CCOc1ccccc1Cl the results were MITF primary -8, FBW7 act -0.1, GPR151 activ -1.1 and TEAD-YAP inh 7.
For O=C(Nc1ccc(N2CCOCC2)cc1)c1cnc(Nc2ccc(C(F)(F)F)cc2)s1 the results were MITF primary 9, FBW7 act 0.0, GPR151 activ 0.1 and TEAD-YAP inh -6.
Screening O=C(Cn1c(=O)oc2ccccc21)NCc1ccccc1 returned MITF primary 13, FBW7 act 0.0, GPR151 activ 0.5 and TEAD-YAP inh -24.
`O=C(COC(=O)c1cccc(Br)c1)c1ccccc1` gave MITF primary 8, FBW7 act 0.5, GPR151 activ -3.1 and TEAD-YAP inh 4.
For CCOC(=O)c1c(CS(=O)(=O)c2ccc(Cl)cc2)n(-c2ccccc2)c2cc(Br)c(OC)cc12 the results were MITF primary -4, FBW7 act -0.2, GPR151 activ 0.0 and TEAD-YAP inh 0.
CCCNc1nc(OC)nc(-c2cccc(N)c2)n1 was read as MITF primary 13, FBW7 act 0.1, GPR151 activ -1.5 and TEAD-YAP inh -6.
`CCOC(=O)c1ccccc1N=Cc1c(O)[nH]c2ccccc12` gave MITF primary -4, FBW7 act -0.4, GPR151 activ 0.6 and TEAD-YAP inh 12.
Screening Cc1nc2cc(C(=O)NCc3ccc(F)cc3)ccc2n1-c1cccc(F)c1 returned MITF primary -1, FBW7 act -0.2, GPR151 activ 0.2 and TEAD-YAP inh -18.
For COc1cccc(C2Nc3ccccc3NC3=C2C(=O)CCC3)c1 (configuration not stated) the results were MITF primary 7, FBW7 act 0.1, GPR151 activ 0.3 and TEAD-YAP inh 1.
`Cc1nc(NCCC#N)cc(-c2cncc(-c3ccccc3)c2)n1` gave MITF primary -1, FBW7 act 0.0, GPR151 activ 0.0 and TEAD-YAP inh -15.
`COc1ccc(-c2cc(C(F)(F)F)n3nc(C(=O)Nc4ccccc4C(F)(F)F)cc3n2)cc1` gave MITF primary -8, FBW7 act -0.2, GPR151 activ -0.9 and TEAD-YAP inh -1.
O=C(O)/C=C/C(=O)Nc1nc(-c2ccc([N+](=O)[O-])cc2)cs1 was read as MITF primary 13, FBW7 act 0.0, GPR151 activ 1.6 and TEAD-YAP inh -5.
C/C(CC(=O)Nc1ccc(I)cc1)=N\NC(=O)C(=O)NCCO was read as MITF primary -4, FBW7 act 0.0, GPR151 activ 1.3 and TEAD-YAP inh -15.
O=C(NCCCO)Nc1ccc(Cl)cc1 was read as MITF primary 12, FBW7 act 0.1, GPR151 activ -0.4 and TEAD-YAP inh -14.
For COC(=O)c1ccccc1NC(=O)c1ccc(N2CC3CC(C2)c2cccc(=O)n2C3)c(NC(=O)c2cc(OC)ccc2Br)c1 (configuration not stated) the results were MITF primary -3, FBW7 act 0.1, GPR151 activ -0.5 and TEAD-YAP inh -5.
CC1=C(C(=O)OCc2ccccc2)C(c2cccc([N+](=O)[O-])c2)NC(=O)N1C (configuration not stated) was read as MITF primary 16, FBW7 act 0.1, GPR151 activ -0.6 and TEAD-YAP inh 0.
`O=C(Nc1ccc(S(=O)(=O)Nc2cccc(C(F)(F)F)c2)cc1)C(F)(F)F` gave MITF primary -4, FBW7 act 0.1, GPR151 activ 2.5 and TEAD-YAP inh -11.

Ordered by molar mass (falling): part of the list above
For CCOC(=O)c1c(CS(=O)(=O)c2ccc(Cl)cc2)n(-c2ccccc2)c2cc(Br)c(OC)cc12 the results were MITF primary -4, FBW7 act -0.2, GPR151 activ 0.0 and TEAD-YAP inh 0.
For CC(=O)c1ccc(N2CCN(C(=O)C3(S(=O)(=O)c4ccc(Cl)cc4)CC3)CC2)cc1 the results were MITF primary 2, FBW7 act 0.2, GPR151 activ -0.2 and TEAD-YAP inh 2.
`COC(=O)C1=C(C)N(c2ccc(Br)cc2)/C(=C\c2ccco2)C1=O` gave MITF primary 17, FBW7 act -0.2, GPR151 activ 3.8 and TEAD-YAP inh 4.
Screening Cc1ccccc1N1C(N)=C(C#N)C(c2ccc(F)cc2)C2=C1CCCC2=O (configuration not stated) returned MITF primary 4, FBW7 act 0.0, GPR151 activ 0.0 and TEAD-YAP inh 6.
`COc1ccccc1-n1c(SCC(N)=O)nnc1-c1ccc(C)cc1` gave MITF primary 1, FBW7 act 0.1, GPR151 activ -0.9 and TEAD-YAP inh -40.
O=C(O)/C=C/C(=O)Nc1nc(-c2ccc([N+](=O)[O-])cc2)cs1 was read as MITF primary 13, FBW7 act 0.0, GPR151 activ 1.6 and TEAD-YAP inh -5.
